Compound activity deposited in PubChem BioAssay by National Center for Advancing Translational Sciences (NCATS).
BRCA1 expr up = BRCA1 expression activation; MCF7-BRCA1-FFLuc reporter, luminescence, 48 h; response scale: scaled: vehicle 0%, 10 µM genistein 100%; Potency, µM (series often up to 46.1 µM), without a hit: at the top dose activation, usual class: activators; 380,000 tested, 1.1% active; also: potency is read from the fitted curve at half-maximal effect; nearly all actives have a fitted effect of over 80% in size; some results filed as inactive show a strong effect at the top dose
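Luminescence from a BRCA1-driven firefly luciferase in MCF7 cells was read after 48 h compound exposure at 37 C. Data normalized against DMSO and a 10microM genistein activation control, then curve-fitted across the titration.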
CXXC DNA block = blocks binding of human MLL CXXC domain to DNA. Q03164. MLL-CXXC / FITC-HOXA9 DNA fluorescence polarization. Potency, µM (series often up to 115 µM), for the others: at the top dose activity change, negative = inhibition, hits mostly inhibitors. 290,000 tested, 0.037% active. AID 2662; active = well fitted inhibition curve with a large enough effect in the polarisation, with a control signal flat, not every such curve was filed as active; inconclusive = small, poorly fitted or top-dose-only effect, or effect the other way, or a change in a side signal; inactive = no such curve, though single readings can be large or run the other way; the % refers to the polarisation; also: potency is read from the fitted curve at half-maximal effect
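Purified MLL-CXXC (added from a 7 uM solution) was preincubated 5 min at ambient with pinned compounds in 50 mM Tris-HCl pH 7.5, 50 mM NaCl, 1 mM DTT, 0.05% BSA. Fluorescein-labeled HOX-A9 DNA (50 nM solution) followed, 30 min, then polarization read.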
Integrin act MD = activators of alpha7 integrin expression for muscular dystrophy. Potency, µM (titrated, usually from 38.3 µM), inactives show at the top dose activation, usual class: activators. alpha7betagal myoblasts, beta-gal FDG fluorescence, 48 h. AID 624291. 350,000 tested, 0.064% active;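 also: potency is read from the fitted curve at half-maximal effect; 100% = response of the positive control SU9516; nearly all actives have a fitted effect of over 60% in size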
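alpha7betagal+/- myoblasts (passage 13, 250/well) treated 48 h at 37C with compounds at 1:260 dilution of DMSO stock. Lysed, then beta-galactosidase activity read as FDG fluorescence (ex 480/em 540) after 30 min, with pre-read for autofluorescence.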
TSG101-PTAP inh = blocks PTAP/TSG101 interaction to inhibit HIV-1 budding; Q99816; Fluorescence polarization, FITC-PTAP peptide / Tsg101 binding; Potency, µM (doses to about 115 µM), inactives show at the highest dose activity change, negative = inhibition, hits mostly inhibitors; 340,000 tested, under 10 active; active = well fitted inhibition curve with a large enough effect in the main read-out, with a control signal flat, not every such curve was filed as active; inconclusive = small, poorly fitted or top-dose-only effect, or effect the other way, or a change in a side signal; inactive = no such curve, though single readings can be large or run the other way; also: potency is read from the fitted curve at half-maximal effect; % of control where 0% means no effect
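FP read-out: FITC-PTAP peptide, 50 nM final, binding Tsg101 binding domain, 10 uM final; 20 min, r.t.; 10 mM HEPES pH 7.5, 0.15 M NaCl, 0.01% Tween 20, 3 mM EDTA, 0.1 mM TCEP.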
p53 reactivator = mutant p53 re-activation in reporter cells. H1299 p53-A138V BP100-luciferase reporter, luminescence, 24 h. Potency, µM (highest dose often 92.2 µM), inactives show top-dose activity change, positive = activation, usual class: activators. 320,000 tested, 0.063% active; also: potency is read from the fitted curve at half-maximal effect; % of control where 0% means no effect; nearly all actives have a fitted effect of over 45% in size
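H1299 (p53-null), stable ts p53-A138V + BP100-Luc; 1000 cells/well, Opti-MEM/10% FBS; cpd 4 pt, 1:5; 24 h, 37 deg C, 5% CO2; detection reagent 10 min RT; luminescence.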
ELG1 repair inh = blocks ELG1-dependent DNA repair in HEK293T cells. HEK293T ELG1-luciferase reporter, luminescence, 16 h; DNA damage induced by 5-fluorouridine. Potency, µM (series often up to 46.1 µM), without a hit: at the top dose activity change, negative = inhibition, actives largely listed as inhibitors. 330,000 tested, 2.3% active; also: potency is read from the fitted curve at half-maximal effect; % is scaled to controls: 0 for no effect and ±100 for the full control effect; nearly all actives have a fitted effect of over 55% in size
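DMSO vehicle served as the neutral condition. Each well held 2,000 cells given 5-fluorouridine plus compound; after 16 hr at 37 °C/5% CO2, ONE-Glo was added and luciferase measured 30 min later.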
B2AR arrestin = recruits beta-arrestin to the human beta2-adrenergic receptor. P07550. 330,000 tested, 0.02% active. Potency, µM (top dose mostly 46.1 µM), for inactives: top-dose activation, most hits filed as activators. beta-arrestin recruitment to beta2AR, cell-based reporter;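 also: potency is read from the fitted curve at half-maximal effect; 0% = DMSO controls and full agonism = EC100 isoproterenol or metaproterenol; nearly all actives have a fitted effect of over 65% in size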
TCR activator = activators of T cell receptors; Potency, µM (titrated, usually from 9.22 µM), without a hit: top-dose activation of IL-2 secretion, actives largely listed as activators; AID 504894; primary human leukocytes, anti-CD3, IL-2 HTRF, 48 h; 330,000 tested, under 10 active; also: % of control where 0% means no effect
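TCR engagement came from a-CD3 beads alone, with compounds added to primary human leukocytes for 48 hr. Secreted IL-2 bridged europium cryptate- and d2-labelled anti-IL-2 antibodies, giving FRET emission at 665nm after 320nm excitation.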
AT treatment = potential ataxia-telangiectasia treatment. 320,000 tested, 0.19% active. Potency, µM (titrated, usually from 57.5 µM), without a hit: at the top dose activation, most hits filed as activators. AID 485349. […] A-T fibroblasts, KAP-1 phosphorylation AlphaLISA; neocarzinostatin DNA damage 30 min before lysis; also: potency is read from the fitted curve at half-maximal effect; % of control where 0% means no effect; nearly all actives have a fitted effect of over 45% in size
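ATM-like activity read as KAP-1 phosphorylation via AlphaLISA donor/acceptor antibody pairs after lysis and 6 hr at 25C. Cells were ATM-null patient fibroblasts ([…], hTERT), dosed 60 min, then exposed to the DSB inducer NCS for 30 min.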
TRPV1 agonist = human TRPV1 agonism. TRPV1-expressing cells, Fluo-8 calcium influx, agonist mode. activation, % at 8.33 µM. 320,000 tested, 0.19% active. AID 540275; in the data active = activation above about 80%; inconclusive = between about 30% and that limit; also: 0% is about no effect
Target sequence (Q8NER1 whole entry, looked up): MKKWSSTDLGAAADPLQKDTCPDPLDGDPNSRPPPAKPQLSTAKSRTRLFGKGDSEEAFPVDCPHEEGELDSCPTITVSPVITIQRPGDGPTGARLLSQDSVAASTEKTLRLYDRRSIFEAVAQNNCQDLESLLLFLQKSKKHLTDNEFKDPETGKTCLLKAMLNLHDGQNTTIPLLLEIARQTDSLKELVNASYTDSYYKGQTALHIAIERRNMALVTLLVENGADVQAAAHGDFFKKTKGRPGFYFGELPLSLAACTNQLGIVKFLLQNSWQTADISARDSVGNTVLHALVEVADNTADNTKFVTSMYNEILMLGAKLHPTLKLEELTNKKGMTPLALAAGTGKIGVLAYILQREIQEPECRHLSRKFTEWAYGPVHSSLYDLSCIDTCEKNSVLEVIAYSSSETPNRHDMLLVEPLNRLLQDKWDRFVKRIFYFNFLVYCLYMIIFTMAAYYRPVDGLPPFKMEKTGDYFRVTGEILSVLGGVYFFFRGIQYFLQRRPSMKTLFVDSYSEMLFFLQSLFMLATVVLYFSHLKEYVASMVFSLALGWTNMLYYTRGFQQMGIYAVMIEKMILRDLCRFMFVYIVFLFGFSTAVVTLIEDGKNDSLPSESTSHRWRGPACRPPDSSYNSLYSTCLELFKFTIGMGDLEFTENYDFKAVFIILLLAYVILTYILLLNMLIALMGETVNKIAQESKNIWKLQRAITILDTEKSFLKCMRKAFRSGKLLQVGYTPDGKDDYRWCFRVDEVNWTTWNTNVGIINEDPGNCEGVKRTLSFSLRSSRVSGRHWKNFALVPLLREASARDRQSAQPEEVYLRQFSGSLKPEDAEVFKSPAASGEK
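Fluo-8 calcium influx in TRPV1-expressing cells, kinetic read (ex 480/em 520 nm). Compound added and read 3 min for agonist activity, followed by capsaicin at EC20 final and 2 min further read for enhancement.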
Starred values were filed as active, the others as inactive; ? = inconclusive; nt = no result given; [ ] = another dose, or the depositor's remark. Unless noted, calls follow the shape of the dose curve; as a rule, active = well fitted curve in the direction sought with a large enough effect; inconclusive = small, poorly fitted or top-dose-only effect, or another doubt; inactive = no such curve, though single readings can be large; an effect the other way counts as inactive or inconclusive. An unsorted share of the library. About 3.8% of those tested had a hit in this group.

SMILES | BRCA1 expr up | CXXC DNA block | Integrin act MD | TSG101-PTAP inh | p53 reactivator | ELG1 repair inh | B2AR arrestin | TCR activator | AT treatment | TRPV1 agonist
COc1ccc(N(CC(=O)N2CCc3ccccc32)S(=O)(=O)c2c(C)noc2C)cc1 | -15.9% | 1.0% | 13.3%[7.66 µM] | -1.0% | -18.1% | -12.0% | -0.1% | 1.4% | -0.3% | -1.8
Cc1ccc(C2NC(=O)Cc3ccccc32)cc1 (stereo not given) | -17.1% | 9.8% | -8.0% | 0.4% | -7.6% | -1.8% | 0.2% | 0.5% | -0.3% | -5.5
COc1ccccc1NC(=O)CN1CC(=O)Nc2ccccc21 | 2.3% | 4.6% | 13.0% | -0.4% | -3.9% | 1.8% | -0.1% | 2.7% | -8.4% | -0.8
COc1cccc(CC(=O)NCCCSc2ccccc2)c1 | 10.2% | 8.4% | -5.4% | -1.8% | -3.9% | -2.6% | -0.6% | 8.1% | 3.5% | ?
NC(=O)c1ccsc1NC(=O)COC(=O)c1cccnc1Cl | -9.3% | nt | 15.8% | -0.3% | 12.0% | 1.9% | 0.0% | 1.7% | -3.7% | nt
O=C1CC(C(=O)Nc2cc(Cl)ccc2Cl)n2ncnc2N1 (stereo not given) | 9.7% | ? | -15.8% | 0.8% | -3.3% | 7.7% | -0.7% | 0.9% | 8.2% | -2.4
COc1cc(C=O)ccc1OCCCOc1ccccc1C(=O)O | -44.1% | -26.4% | 7.5% | -2.4% | -12.7% | nt | -0.5% | -15.3% | 1.2% | 2.3
Cc1noc(C)c1S(=O)(=O)N(CC(=O)Nc1ccc2c(c1)OCCO2)c1ccc(C(C)C)cc1 | -83.3% | -4.6% | 1.1% | -14.8% | 13.4% | ? | -1.1% | -4.1% | 2.4% | nt
O=C(Cc1ccccc1F)NCC1(N2CCOCC2)CCCCC1 | -2.3% | 1.9% | 9.3% | -13.3% | -3.5% | -9.7% | 0.3% | 6.6% | 0.8% | -1.8
Cc1ccn2c(C(=O)N/N=C\c3ccc4c(c3)OCO4)c(C)nc2c1 | -1.2% | -7.2% | 6.1% | -0.9% | 26.8% | 7.5% | -0.2% | -3.8%[46.1 µM] | 12.3% | -6.5
Cc1cc(C)c(S(=O)(=O)Nc2cccc(C(=O)O)c2)cc1S(=O)(=O)Nc1cccc(C(=O)O)c1 | -5.7% | nt | 12.8% | -0.9% | nt | nt | nt | 0.3% | nt | nt
O=C(NCC1CCCCC1)c1cc(S(=O)(=O)N2CCCCC2)ccc1Cl | -6.3% | nt | -24.6% | -5.0% | 2.9% | -6.6% | 0.6% | -1.8% | -10.5% | ?
CC(C)Sc1nnc(NC(=O)c2ccc3c(c2)OCO3)s1 | 2.51µM* | 2.8% | -6.6% | 2.4% | ? | ? | -0.5% | 4.2% | 3.7% | ?
CN(c1ccccc1)c1ccc(/C=C/[N+](=O)[O-])cc1 | -7.0% | 6.8% | 0.0% | -4.3% | -21.7% | ? | -0.6% | -0.1%[46.1 µM] | 15.1% | -5.5
Cc1ccc(CCCOC(=O)CN2CCCCC2)cc1 | -10.8% | 10.5% | 3.3% | 1.3% | -4.2% | 4.4% | 0.1% | 5.2% | 0.0% | 4.2
CCOC(=O)c1[nH]c2ccc(OC)cc2c1NC(=O)CCN1CCC(C)CC1 | 2.5% | 0.2% | 5.0% | 0.3% | 1.8% | 11.9% | 0.3% | 6.3% | nt | -1.6
CCCN1CCC(NC(=O)Nc2ccc(OC)c(OC)c2)CC1 | -3.8% | 3.1% | -33.6% | -0.4% | 10.5% | 2.7% | 0.2% | 3.0% | -13.2% | 7.8
CCOC(=O)c1c(S(=O)(=O)NCC(=O)Nc2cccc(C)n2)c(C)n(C)c1C | 13.3% | -1.6% | 5.2% | -1.3% | 1.2% | 28.3% | 0.3% | 2.1% | -6.5% | 0.2
O=C(CN1C(=O)CNC1=O)Nc1ccc(Cl)cc1 | -2.5% | -6.2% | 0.6% | -1.8% | -1.1% | 9.5% | 3.1% | 5.7% | -18.2% | 1.1
COc1ccc(N(C)S(=O)(=O)c2cccc(C(=O)NCC(c3cccs3)N(C)C)c2)cc1 (stereo not given) | -21.4% | nt | 0.0% | 0.0% | 4.1% | -7.7% | -0.8% | 6.2% | -7.4% | 10.4
CC(=O)NC(=S)NNC(=O)COc1ccc([N+](=O)[O-])cc1 | 0.0% | 9.6% | 1.3% | -0.2% | 3.1% | 7.9% | 0.4% | 3.9% | 1.2% | -0.5
CCOc1ccc(C(=O)NCC(=O)OCCCC(=O)c2ccc(F)cc2)cc1OCC | -29.1% | nt | -19.1% | 1.3% | -0.5% | -0.1% | 0.0% | 5.0% | 10.4% | 0.3
Cc1ccccc1CN1CCN(CC(=O)NCc2ccc3c(c2)OCO3)C1=O | 3.6% | -11.2% | 16.9% | -3.0% | 29.5% | -16.1% | 0.0% | -2.6% | nt | 1.7
C=CC[C@H](CC(=O)OC(C)(C)C)C(=O)OC[C@@H]1CCCN1C(=O)[C@H](CC=C)CC(=O)N[C@H](CO)Cc1ccccc1 | -30.7% | nt | 12.0% | 1.3% | -4.8% | -21.8% | 3.6% | 4.1% | -4.2% | nt
CC(OC(=O)C1CC(=O)N(Cc2ccco2)C1)C(=O)Nc1cccc(C#N)c1 (stereo not given) | 16.7% | nt | 12.8% | -4.3% | 0.7% | 15.5% | -0.5% | -1.0% | -7.9% | 2.1
Cc1cnc(NC(=O)CSc2nnc(COc3ccccc3)o2)s1 | -17.0% | 4.8% | -19.7% | -2.2% | -5.6% | 24.5% | -0.7% | -1.1% | -6.8% | 1.4
COc1cc(OC)c(-c2nc(-c3ccncc3)no2)cc1OC | -1.6% | -0.4% | -14.6% | -3.9% | nt | ? | 11.2% | 6.2% | 4.7% | 1.8
CCn1c(=S)[nH]c2nc3c(cc2c1=O)CCCC3 | 0.8% | 15.8% | -11.7% | -5.9% | -3.0% | 21.3% | 0.1% | 1.8% | 0.6% | 2.8
Cc1nn(-c2ccccc2)c(C)c1CNC(=O)c1ccc(S(=O)(=O)NCc2ccco2)cc1 | 6.2% | nt | -18.6% | -2.5% | -2.5% | 6.6% | -0.1% | -1.5% | 1.0% | nt
COc1ccc(S(=O)(=O)N(CC(C)C)C2CCS(=O)(=O)C2)cc1OC (stereo not given) | 9.6% | nt | 18.0% | -0.1% | -0.4% | 2.3% | 0.5% | nt | 5.0% | 3.4
Cn1c(NCc2c[nH]c3ccccc23)nc2ccccc21 | 42.0% | 12.6% | 14.0% | -5.2% | ? | ? | 0.0% | -3.2% | -5.3% | -3.4
CC(=O)Nc1ccc2nc(NC(=O)COc3ccccc3Cl)sc2c1 | 80.0% | 2.9% | -4.6% | 1.1% | 4.5% | ? | -0.1% | 3.7% | 0.4% | 0.1
Cc1cccc(C(=O)N[C@H](C(=O)OCc2cc(=O)n3c(n2)sc2ccccc23)C(C)C)c1 | -3.6% | 8.1% | -29.1% | -1.3% | -3.5% | -20.4% | -0.7% | -5.5%[46.1 µM] | -0.5% | 18.3
COc1cc(F)cc(-c2ccc3c(c2)c(-c2cccs2)c(-c2cc(OC)cc(OC)c2)n3C)c1 | 12.4% | nt | 7.6% | 5.7% | 27.4% | -0.4% | 0.4% | 9.0% | 1.9% | 0.2
CCOc1ccccc1NC(=O)N1CCCC1C(=O)Nc1ccc(-n2cnnn2)c(C)c1 (stereo not given) | 16.1% | 9.3% | 17.6% | -3.3% | 1.1% | -5.1% | 0.0% | -0.2% | -3.9% | 14.5
Cc1cc(Br)cc(Br)c1OCC(=O)NNC(=O)c1ccoc1C | -4.5% | 0.6% | 22.7% | -7.0% | -9.2% | -6.5% | -0.2% | -27.3% | 10.8% | 4.8
CC(C)(CNC(=O)C1CCN(S(=O)(=O)c2cc([N+](=O)[O-])ccc2Cl)CC1)N1CCOCC1 | 4.3% | nt | -0.5% | 0.0% | 9.2% | ? | 0.0% | 8.8% | -8.1% | -0.1
COc1ccc(OCCSc2ncccn2)cc1 | ? | 8.3% | 1.3%[7.66 µM] | -1.1% | ? | ? | -0.3% | -1.8% | -1.7% | -10.4
CCc1ccc(-c2cc(C)no2)cc1S(=O)(=O)NCc1ccc(OC)c(OC)c1 | -3.1% | 5.0% | -16.4% | -3.3% | -0.1% | -26.6% | 0.5% | 0.2% | -1.9% | 3.9
CC(C)(C)OC(=O)NCCCC[C@H](NC(=O)c1[nH]cnc1C(=O)N[C@@H](Cc1ccccc1)C(=O)OCc1ccccc1)C(=O)OC(C)(C)C | 0.0% | nt | -7.6% | -6.1% | 2.1% | -5.4% | -0.2% | 0.7% | -2.3% | nt
O=C1N(CN2CCC3(CC2)OCCO3)c2ccccc2C12OCCCO2 | 8.4% | -0.8% | 12.7% | -0.9% | 3.4% | 16.1% | 3.9% | 5.4% | 0.5% | 4.4
